HTR5A ag: HTR5A agonism, opioid heterodimer counter-screen | activation, % at 9.3 µM | HTR5A agonist assay, luminescence, cell-based | P47898 | 0.61% of 340,000 active; in the data active means activation mostly above about 9.5%, no sharp cut-off; inactive means mostly below about 7.6%;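 further: 0% = cells with vehicle only and 100% = reference agonist; strong numbers were not always called active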
RTF Ca sens act: increases calcium sensitivity of human cardiac regulated thin filaments | P19429+P45379 | IANBD-labeled TnC RTF fluorescence at EC20 calcium; 0% EC20 calcium, 100% full calcium | AID 493008 | 0.24% of 340,000 active | activation, % at 7.2 µM;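 active means activation above the mean over all tested compounds plus 3 SD, cut at about 30% in these data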;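 further: rise in fluorescence read as greater calcium sensitivity of cardiac thin filaments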
Rtt109 HAT inh: blocks Candida albicans Rtt109/Vps75 acetyltransferase activity. 0.16% of 330,000 active. inhibition, % at 34.9 µM. purified Rtt109/Vps75, ThioGlo CoA-SH fluorescence, 4 h. Q5AAJ8;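 active means inhibition of at least 50% in every replicate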
dFosB act: enhances mouse delta FosB homodimer DNA binding. purified delta FosB, TAMRA-CDK5 oligo fluorescence polarization; percent of positive-control signal above neutral wells. 0.99% of 340,000 active. AID 493131. activation, % at 25 µM;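 active means mean activation above about 17%, with every replicate also reaching it, limit read from the data, passing the limit was not always enough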;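 further: fluorescence polarization rise as delta FosB binds a TAMRA Cdk5 AP-1 oligo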
PvdQ inh: blocks Pseudomonas aeruginosa PvdQ acylase activity. purified PvdQ acylase, fluorescence plate reader. inhibition, % at 10 µM. 0.063% of 340,000 active; in the data active means inhibition above about 30%, passing the limit was not always enough;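 further: 0% = vehicle neutral wells and 100% = reference inhibitor wells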
SR-BI DiI-HDL act: SR-BI HDL lipid transfer activation; CHO ldlA[mSR-BI] cells, DiI-HDL uptake fluorescence, 3 h; 100 = double the neutral-control signal; activation, % at 12.5 µM; 0.096% of 320,000 active; AID 504775;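 active means mean replicate activation of at least 60% and every replicate at or above 60%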;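 further: 0% = median plate neutral-control signal and 100% = twice that signal; values of inactives mirror those of a sister screen read the other way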
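Material: SR-BI-overexpressing, LDLR-lacking CHO cells; schedule: compound exposure 3 h, 37 °C; reagent: DiI-labelled HDL at 10 µg/mL final; technique: bottom-read fluorescence, 550/595 nm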
MITF TRPM1 HTS: activators of MITF-driven TRPM1 promoter activity in SK-MEL-5 cells. SK-MEL-5 TRPM1-promoter luciferase, 24 h; % of positive control, neutral wells = 0. activation, % at 12.5 µM. 0.75% of 300,000 active. AID 588334;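 active means mean activation of at least 80% with every replicate also reaching 80%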;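 further: 0% = neutral control wells and 100% = parthenolide positive control wells; values of inactives mirror those of a sister screen read the other way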
CDK5 p35 inh: blocks human CDK5/p35 kinase activity; 0.01% of 330,000 active; Q00535+Q15078; inhibition, % at 10 µM; Recombinant CDK5/p35, ADP-Glo luminescence, 60 min;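 active means highest replicate inhibition of at least 50% and at least 75% of replicates reaching 50%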;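 further: plate controls were DMSO neutral control for no effect and GW8510 at 10 µM for full effect; many of its hits are not listed in these tables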
Wnt bcat act: Wnt/beta-catenin pathway activation; 1.2% of 300,000 active; activation, % at 9.35 µM; Wnt/beta-catenin reporter cell assay, activator, plate reader; AID 743398; in the data active means activation above about 30%, passing the limit was not always enough;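 further: 0% = neutral control wells and 100% = positive control wells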
SR-BI HDL uptake: blocks mouse SR-BI lipid uptake from DiI-HDL; 0.96% of 320,000 active; Q61009; inhibition, % at 12.5 µM; ldlA[mSR-BI] CHO cells, DiI-HDL uptake fluorescence, 3 h;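 active means mean replicate inhibition of at least 70% and a set share of replicates each scoring 70 or more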;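 further: 0% = median of neutral control wells and 100% = median of positive control wells; values of inactives mirror those of a sister screen read the other way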
* = called active by the depositor; . = no result given.

SMILES | HTR5A ag | RTF Ca sens act | Rtt109 HAT inh | dFosB act | PvdQ inh | SR-BI DiI-HDL act | MITF TRPM1 HTS | CDK5 p35 inh | Wnt bcat act | SR-BI HDL uptake
Cc1cc(NC(=O)c2cnn3c(C(F)F)cc(-c4ccccc4)nc23)no1 | -4 | 3 | 3 | -23 | -15 | -62 | 13 | 0.6 | . | 62
CCOc1ccccc1C1c2[nH]c3ccccc3c2C[C@H]2C(=O)N(C3CC3)CC(=O)N12 (stereo partly specified) | -2 | 2 | 14 | -5 | -12 | -57 | -5 | 0.7 | -1 | 57
O=C(NC(=S)Nc1ccccc1)c1ccc(-c2ccccc2)cc1 | 0 | -3 | 3 | 0 | -4 | -20 | 47 | 1.0 | 19 | 20
Cc1ccc(S(=O)(=O)N2CCN(CC(=O)NC(C)c3ccccc3)CC2)cc1 (stereo unspecified) | -1 | 4 | -9 | -6 | 2 | 10 | -3 | -1.2 | -3 | -10
CC1(OC(=O)CCc2ccccc2)C(=O)C=C2C=C(c3ccc(C#N)cc3)N(CCc3ccccn3)C=C2C1=O (stereo unspecified) | -5 | -3 | 1 | -1 | -5 | -24 | -13 | 0.7 | 0 | 24
O=C(c1cccc2ccccc12)C1CCCN(C(=O)CCN2CCCO2)C1 (stereo unspecified) | 3 | -1 | -2 | 0 | -4 | 28 | -14 | -1.4 | -1 | 11
CCn1c(O)c(N=N)c2ccccc21 | 0 | 2 | 1 | -6 | -11 | 22 | -12 | 1.3 | 1 | -22
Cc1ccc(S(=O)(=O)N2CCN(c3ncnc4sccc34)CC2)cc1C | 5 | -5 | -14 | -7 | -9 | 11 | -44 | 1.9 | -10 | -11
Cc1ccccc1OCC(=O)Nc1nc2ccccc2[nH]1 | -1 | 2 | -10 | 4 | 0 | 5 | 29 | -1.4 | 2 | -5
CCCCn1c(N)c(N(CC(C)C)C(=O)CN(C)Cc2cccc(OC)c2)c(=O)[nH]c1=O | -4 | -6 | -3 | -4 | -7 | 23 | . | 0.0 | . | -23
O=C(NCc1ccc2c(c1)OCO2)C(=O)NCC(c1ccco1)N1CCN(c2ccccc2)CC1 (stereo unspecified) | 0 | 3 | 1 | -14 | -21 | . | -15 | 0.7 | -2 | .
O=C(c1ccc(Cn2cc(Cl)c([N+](=O)[O-])n2)cc1)N1CCN(Cc2ccccc2)CC1 | -2 | 3 | 6 | -11 | -5 | -13 | . | 0.2 | -1 | 13
O=C(O)c1ccc(NS(=O)(=O)c2cc(Cl)sc2Cl)cc1 | 0 | 3 | -4 | -2 | -18 | . | . | -4.3 | -1 | .
O=C(CC(c1ccccc1)c1ccccc1O)NCc1ccccc1 (stereo unspecified) | 0 | -1 | 13 | 2 | -10 | 6 | -10 | -0.6 | 7 | -6
CC(=O)NCCn1ccc2ccccc21 | -7 | -2 | -1 | 2 | 1 | 2 | -3 | 0.8 | . | -2
O=C(/C=C/c1ccc(Cl)cc1)Nc1ccc(S(=O)(=O)Nc2ncccn2)cc1 | 4 | -5 | 4 | -5 | -5 | -2 | -11 | 0.9 | -3 | 2
Oc1ccc(C2=NNC(c3ccc(O)cc3)=NN2)cc1 | 5 | -7 | -9 | 1 | -4 | 10 | -6 | -1.4 | 2 | -10
COC(=O)c1c(N)sc(C(=O)NCCc2ccccc2)c1C | 3 | -2 | -10 | -10 | -10 | -14 | -63 | 1.1 | -5 | 14
O=S(=O)(c1ccccc1)c1ccc(NCc2ccco2)cc1 | -2 | 7 | 2 | -6 | -29 | 6 | -3 | 0.4 | . | -6
C=CCn1c(COc2ccc(F)cc2)nnc1SCC(=O)N1CC(=O)Nc2ccccc21 | 4 | -2 | -6 | -12 | -6 | -6 | -9 | 0.8 | . | 6

Looked up above.
`C=CCn1c(COc2ccc(F)cc2)nnc1SCC(=O)N1CC(=O)Nc2ccccc21` in PvdQ inh = -6
`COC(=O)c1c(N)sc(C(=O)NCCc2ccccc2)c1C` in MITF TRPM1 HTS = -63
`Oc1ccc(C2=NNC(c3ccc(O)cc3)=NN2)cc1` in SR-BI HDL uptake = -10
`O=C(/C=C/c1ccc(Cl)cc1)Nc1ccc(S(=O)(=O)Nc2ncccn2)cc1` in Rtt109 HAT inh = 4
`CCCCn1c(N)c(N(CC(C)C)C(=O)CN(C)Cc2cccc(OC)c2)c(=O)[nH]c1=O` in dFosB act = -4

Fetched one by one from above:
SMILES | HTR5A ag | RTF Ca sens act | Rtt109 HAT inh | dFosB act | PvdQ inh | SR-BI DiI-HDL act | MITF TRPM1 HTS | CDK5 p35 inh | Wnt bcat act | SR-BI HDL uptake
Cc1ccc(S(=O)(=O)N2CCN(CC(=O)NC(C)c3ccccc3)CC2)cc1 (stereo unspecified) | -1 | 4 | -9 | -6 | 2 | 10 | -3 | -1.2 | -3 | -10
O=S(=O)(c1ccccc1)c1ccc(NCc2ccco2)cc1 | -2 | 7 | 2 | -6 | -29 | 6 | -3 | 0.4 | . | -6

(further entries)
SMILES | HTR5A ag | RTF Ca sens act | Rtt109 HAT inh | dFosB act | PvdQ inh | SR-BI DiI-HDL act | MITF TRPM1 HTS | CDK5 p35 inh | Wnt bcat act | SR-BI HDL uptake
COc1ccc(OC)c(NC(=O)CCN2CCCCCC2)c1 | 0 | 4 | -19 | -12 | -11 | 22 | 2 | 0.8 | 0 | -22
Cc1ccccc1-n1nnnc1SC(C)C(=O)NC1CCCc2ccccc21 (stereo unspecified) | 4 | -5 | . | 0 | 1 | -20 | -6 | -1.0 | -4 | 20
COc1ccc(Cn2c(O)c(/C=C3/C=CC=N3)c(=O)[nH]c2=O)cc1 | 1 | -1 | 8 | 26* | -13 | . | -2 | -2.7 | 1 | .
COc1ccc2nc(Cl)c(C3CC(c4ccco4)=NN3C(=O)CCC(=O)O)cc2c1 (stereo unspecified) | 4 | 2 | 1 | -7 | -11 | -1 | -6 | 1.2 | . | 1
COC(=O)c1sccc1NC(=O)c1ccccc1Br | 2 | 12 | 11 | -6 | 7 | -17 | -13 | -0.7 | 0 | 17
CCn1c(C)nc2cc(C#N)ccc21 | 2 | -3 | 1 | 6 | -14 | -4 | 7 | -1.6 | -2 | 4
CC(=O)CC(=O)Nc1nc(C)cc(C)n1 | 2 | -1 | -5 | -1 | -13 | -10 | -2 | 0.4 | -10 | 10
CCOc1ccc2nc(S(N)(=O)=O)sc2c1 | 4 | -1 | -1 | 0 | -4 | 4 | 15 | -0.9 | -11 | 4
CCOc1ccc(C2C(C#N)=C(N)Oc3n[nH]c(C)c32)cc1OC(=O)C1CC1 (stereo unspecified) | -1 | -8 | -2 | -2 | 0 | 27 | . | -0.9 | -4 | -27
Cc1cc(C2C(=O)C(C(=O)c3ccc(Cl)cc3)C(=O)CC2(C)C)on1 (stereo unspecified) | 4 | -2 | -3 | 1 | -1 | 13 | . | -1.8 | -2 | -13
COc1ccc(NC(=O)c2c3c(nc4ccccc24)CCC3)cc1 | 1 | 8 | -1 | 11 | 6 | -2 | 4 | -1.3 | . | 2
CCOC(=O)c1cccc(C(=O)Nc2nc3ccc(OC)cc3s2)n1 | -4 | -2 | -4 | -2 | 4 | -53 | 46 | 0.5 | 14 | 53
O=C(Cn1c(=O)n(Cc2ccccc2)c(=O)c2ccccc21)NCc1ccco1 | 0 | 7 | . | 7 | -12 | -5 | . | 0.6 | 1 | 5
NC(=S)N/N=C/c1ccccc1OC(=O)c1cc2ccccc2oc1=O | 1 | -3 | 3 | -4 | 3 | 12 | 4 | 1.1 | 3 | -12
O=C(NNC(=O)c1ccc([N+](=O)[O-])cc1)c1ccc(F)cc1 | 0 | 8 | -4 | -8 | -8 | 18 | 1 | -1.1 | 0 | -18
O=C(O)c1ccc(CSc2nnc(SCc3ccccc3)s2)cc1 | -2 | -2 | 18 | -1 | 15 | . | 12 | -1.1 | . | .
CCCCCCCCCCCCN1[C@@H](CC(=O)OC)c2cc(F)ccc2S1(=O)=O | 9 | -4 | 7 | 2 | 6 | 2 | 4 | 0.2 | -2 | -2
Cc1ccc(C(C(=O)Nc2ccc(C(C)C)cc2)N(C)C(=O)c2ccc(=O)[nH]c2)cc1 (stereo unspecified) | 4 | 4 | 34 | -3 | 7 | -8 | 11 | 1.1 | 0 | 8
COc1ccc(C(=O)OCC(=O)NC(=O)NC2CCCC2)c(O)c1 | -2 | 2 | -3 | -8 | -14 | -5 | -2 | -0.5 | 1 | 5
CC(NC(=O)CN1CCOCC1)c1ccccc1 (stereo unspecified) | -2 | 3 | -4 | 10 | -6 | 53 | . | -0.3 | -1 | -53
COC(=O)C1=C(C)N(C)C(C)=C(C(=O)OC)C1c1ccccn1 | 4 | -6 | 4 | 1 | -6 | 3 | . | 0.3 | 1 | -3
O=C(Nc1cnn(Cc2c(Cl)cccc2Cl)c1)C(c1ccccc1)c1ccccc1 | 3 | 18 | 15 | -10 | -2 | 4 | 6 | 1.7 | . | -4
Cn1c(N)c(C(=O)COC(=O)c2ccco2)c(=O)n(C)c1=O | -1 | 4 | -4 | 0 | -7 | -11 | 13 | 2.0 | . | 11
Cc1ccc(C2=NS(=O)(=O)N(C)C(C(=O)NC3CCCCC3)=C2)cc1 | -2 | 5 | -10 | 4 | -8 | -1 | . | 0.0 | -1 | 1
O=C(Nc1cccc(Cl)c1)N(CCCN1CCOCC1)Cc1ccccc1F | -2 | 0 | 2 | -4 | -17 | 19 | -4 | -4.4 | -1 | -19
Cc1cc(NC(=O)/C=C/c2ccccc2Cl)n(-c2nc3ccccc3[nH]2)n1 | -2 | 1 | -5 | -22 | -11 | -96 | 72 | 1.0 | 20 | 96*
CCOc1ccc(N2CC(C(=O)N3CCCc4ccccc43)CC2=O)cc1 (stereo unspecified) | -6 | -1 | 1 | -3 | -2 | -7 | 3 | 0.7 | -3 | 7
COc1ccc(OC)c(NC(=S)N2CCc3ccccc3C2)c1 | 4 | -4 | 1 | 1 | 11 | -13 | -4 | 2.0 | 12 | 13
O=c1oc(Nc2ccccc2Cl)nc2ccccc12 | 1 | 8 | -1 | 0 | -1 | 0 | 3 | -1.1 | 13 | 0
CC(C)(C)OC(=O)NCc1ccc(NC(=O)c2nc[nH]c2C(=O)N[C@@H](Cc2ccccc2)C(=O)OC(C)(C)C)cc1 | 9 | 10 | 1 | -24 | -15 | -1 | 5 | -0.9 | -21 | 1
N=c1oc2ccc(Cl)cc2cc1C(=O)NC1CCCCCC1 | -1 | -1 | 0 | -2 | -10 | 15 | 16 | -1.1 | 0 | -15
Cc1oc(C(C)(C)C)cc1C(=O)Nc1ccc2c(c1)OCCO2 | 2 | 6 | 6 | 2 | 0 | -18 | 40 | 2.6 | . | 18

Ordered by value in Wnt bcat act (highest first): some entries from above.
SMILES,RTF Ca sens act,Rtt109 HAT inh,dFosB act,PvdQ inh,SR-BI DiI-HDL act,MITF TRPM1 HTS,CDK5 p35 inh,Wnt bcat act,SR-BI HDL uptake
Cc1ccc(C2=NS(=O)(=O)N(C)C(C(=O)NC3CCCCC3)=C2)cc1,5,-10,4,-8,-1,.,0.0,-1,1
CCOc1ccc(N2CC(C(=O)N3CCCc4ccccc43)CC2=O)cc1 (stereo unspecified),-1,1,-3,-2,-7,3,0.7,-3,7
CC(C)(C)OC(=O)NCc1ccc(NC(=O)c2nc[nH]c2C(=O)N[C@@H](Cc2ccccc2)C(=O)OC(C)(C)C)cc1,10,1,-24,-15,-1,5,-0.9,-21,1

Rows are unselected. About 4.4% of those tested had a hit in this group.
